# Compound activity from PubChem.
# Lipid storage S3: qHTS Assay for Lipid Storage Modulators in Drosophila S3 Cells; hit rate 0.64% among 320,000; lipid storage change, negative = inhibition, % at the top dose, mostly 46.1 µM; hits show Potency in µM; Drosophila S3 cells, BODIPY lipid droplet fluorescence, 18-24 h; cells fed with added oleic acid; active = well fitted inhibition curve with a large enough effect in the signal ratio, with a control signal flat, not every such curve was filed as active; inconclusive = small, poorly fitted or top-dose-only effect, or effect the other way, or a change in a side signal; the % refers to the signal ratio
#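 Laser-scanning cytometry quantifies lipid droplet accumulation (500–530 nm total intensity; droplet/cell object ratio) in oleic acid-fed (400 uM added) Drosophila S3 cells treated with a concentration series. 20 uM Triacsin C defined 100% inhibition.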
# Lipid storage S3 cell count max: also measured in Lipid storage S3; calls as there; cell number change, %; measured here: cell count max response;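 cells counted by Cell Tracker Red CMTPX staining in the red channel; peak over a dose series mostly up to 46.1 µM; percent activity relative to internal control wells on each plate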
# * = called active by the depositor; i = inactive; ? = inconclusive; . = no result given; [ ] = another dose, or the depositor's remark. % is scaled to controls: 0 for no effect and ±100 for the full control effect; potency is read from the fitted curve at half-maximal effect. Only part of the results is shown. The share of hits here may be higher or lower than overall.
Lipid storage S3 cell count max,Lipid storage S3,structure
.,?,CCOc1ccccc1NC(=O)C(Sc1ccccc1)c1ccccc1 (stereo unspecified)
1.1,-4.3%,N#C/C(C(=O)Oc1ccccc1)=C1/Nc2ccccc2-c2ccccc21
.,?,Cc1cccc(-c2cccc(NC(=O)C3CCCN(C(=O)c4ocnc4C)C3)c2)c1 (stereo unspecified)
.,?,Cc1ccc(/C=C2/SC(=S)N(CCCC(=O)Nc3ccc(O)cc3)C2=O)cc1
.,?,O=C(Cc1ccccc1)Nc1ncccn1
7.0,11.3%,O=C(CCc1ccc(O)cc1)c1c(O)cc(O)cc1O[C@@H]1O[C@H](CO)[C@@H](O)[C@H](O)[C@H]1O
-2.5,-7.0%,CCOC(=O)c1cnn(-c2ccccc2)c1-c1ccncc1
.,?,O=C(NC(=S)NNS(=O)(=O)c1ccccc1)c1ccc([N+](=O)[O-])cc1
.,?,COc1ccc(N2CCN(c3nc4ccccc4n3CC(=O)c3ccccc3)CC2)cc1
.,?,CCN1C(=O)Cc2cc(S(=O)(=O)N3CCOCC3)ccc21
.,?,Cc1ccc(OCC(=O)NNC(=S)NC(=O)c2cccs2)c(C)c1
.,?,CCC(=O)N1CCN=C1SCc1ccccc1
.,?,Cc1cccc(OCCC(=O)Nc2ccc(F)c(F)c2)c1
.,-12.9%,COc1ccc2c(c1OC)C(=O)N1c3ccccc3N=C(c3ccc([N+](=O)[O-])cc3)CC21 (stereo unspecified)
9.7,7.8%,COc1cc(C2NC(=O)NC(C)=C2C(=O)OCC2CCCO2)cc(OC)c1OC (stereo unspecified)
.,i,O=C(Nc1cccc(O)c1)C1CCCN1C(=O)OCc1ccccc1 (stereo unspecified)
15.4*,18.4µM*,CN1c2ccsc2C(O)=C(C(=S)Nc2ccccc2)S1(=O)=O
6.9,5.9%,CCOc1nc(OCC)c2cnn(C)c2n1
.,?,CC1(C)CC(=O)c2cc(C(=O)N3CCN(CCO)CC3)c(=O)n(-c3ccc(Cl)cc3)c2C1
-23.2,-18.3%,Cc1c(C(=O)CN2CCN(c3ccccc3)CC2)c2ccccc2n1C
.,?,O=C(NCC1CCCO1)c1cccc(N2C(=O)C3C4C=CC(C4)C3C2=O)c1 (stereo unspecified)
29.0,19.9%,Cc1ccc(/C(O)=C2\C(=O)C(=O)N(Cc3cccnc3)C2c2ccccc2[N+](=O)[O-])cc1 (stereo unspecified)
.,-5.0%,COCCNC(=O)c1cc2c(=O)[nH]c3ccccc3c2s1
-15.4,-1.1%,O=C(COc1ccc(Cl)cc1)NCc1nnc(SCC(=O)Nc2ccc(F)cc2F)o1
-9.4,-7.7%,NC(=O)NCC(=O)N1CCN(S(=O)(=O)c2ccc(Cl)s2)CC1
.,?,CN1C(=O)N(C)c2cccc3cccc1c23
-9.6,-0.9%,COc1ccc(-c2ccc(N)cn2)cn1
.,?,CCn1c(=O)cc(SCC(=O)N2CCN(c3ccccn3)CC2)c2ccccc21
2.0,4.0%,COc1cccc(CC2(CO)CCCN(S(=O)(=O)N(C)C)C2)c1 (stereo unspecified)
.,?,COc1ccc(-c2[nH]c3ccccc3c2SCCN)cc1

# Record cards, as listed above. Order of screens: Lipid storage S3 cell count max | Lipid storage S3
# `COc1ccc(-c2ccc(N)cn2)cn1` is listed as -9.6 | -0.9%
# `NC(=O)NCC(=O)N1CCN(S(=O)(=O)c2ccc(Cl)s2)CC1` is listed as -9.4 | -7.7%
# `CCC(=O)N1CCN=C1SCc1ccccc1` is listed as . | ?
# `O=C(Nc1cccc(O)c1)C1CCCN1C(=O)OCc1ccccc1` (stereo unspecified) is listed as . | i

# New compounds follow:
Lipid storage S3 cell count max,Lipid storage S3,structure
.,?,CCN(c1ccccc1)S(=O)(=O)c1ccc(C(=O)Nc2nnc(-c3ccco3)o2)cc1
1.6,-28.2%,COc1ccc(NC(C)=O)cc1S(=O)(=O)Nc1ccc(C(=O)N2CCCC2)cc1
.,?,O=C(c1ccc(Br)o1)N1CCN(Cc2ccccc2Cl)CC1
.,?,COc1cc(CN2CCNC(=O)C2CC(=O)N(Cc2nccn2C)C(C)C)cc(OC)c1 (stereo unspecified)
.,?,CCOC(=O)C(C)Sc1nc2ccccc2c(=O)n1CC1CCCCC1 (stereo unspecified)
.,?,Cc1cccc2cc(C#N)c(SCC(=O)N3CCC(C)CC3)nc12
.,?,Cc1cc(C)n2nc(SCC(=O)NC(=O)c3ccccc3Cl)nc2n1
.,?,COC(=O)c1nc(-n2nc(C)cc2C)ccc1Cl
0.0,10.1%,CCOC(=O)C1(Cc2cccc(F)c2)CCN(C(=O)Cc2cccnc2)CC1
-3.8,8.0%,CCOC(=O)c1ccc(Nc2c(CC)c(C)nc3ncnn23)cc1
.,?,C1=CN2CCC1C(c1ccccc1)C2 (stereo unspecified)
.,?,Cc1n[nH]c(=S)n(NC(=O)/C=C/C(=O)Nn2c(=S)[nH]nc(C)c2=O)c1=O
18.7,35.2%,Nc1cc2nc[nH]c2cc1N
.,?,Cc1ccc(C(=O)N2CC(=O)Nc3ccc(F)cc3C2c2ccccc2)cc1[N+](=O)[O-] (stereo unspecified)
.,?,O=C(CSc1nnc(Cc2cc(=O)[nH]c(=O)[nH]2)n1-c1ccc(F)cc1)N1CCCCC1
.,?,COc1ccc(CC(=O)Nc2cc3oc4ccccc4c3cc2OC)cc1
-2.0,37.9%,O=C(C1COc2ccccc2O1)N1CCN(c2ccccc2O)CC1 (stereo unspecified)
.,?,COc1cccc(OCc2cc(C(=O)N(C)C3CCOCC3)no2)c1
.,?,CCCCn1[nH]c(-c2ccccc2)cc1=O
6.6,i,c1ccc2cc(CCCc3cc4ccccc4cn3)ncc2c1
2.2,1.1%,COc1cc(C(F)(F)F)c(C(=O)N(C)Cc2cc(Cl)cc(Cl)c2)cn1
19.9,-8.1%[0.0737 µM],CCN(CC)c1ccc(NC(=O)CSc2nc3nc(C)cc(C)c3c(=O)[nH]2)cc1
.,?,NC(=O)CSc1nc2sc(-c3ccccc3)cc2c(=O)n1N
0.1,1.6%,CC(C)Oc1ccccc1-c1nc(SCC(=O)O)n[nH]1
.,1.4%,O=c1c2sc(-c3ccccc3)cc2nc2n1CCCCC2
.,?,Fc1ccc(NC(=S)NCCc2ccc(Cl)cc2)cc1
-0.1,8.4%,CCn1nc(C)c(NC(=O)/C=C/c2cnn(C)c2)c1C
23.2,-3.7%,Cc1nc(N2CCOCC2)c2c(C)c(C(=O)Nc3ccccc3Cl)sc2n1
.,?,COc1ccc2c(C)nc(Nc3nc(-c4ccccc4)cc(=O)[nH]3)nc2c1
.,?,Cc1cccc(C(=O)OCC(=O)NN2C(=O)NC3(CCC(C)CC3)C2=O)c1O (stereo unspecified)

# New compounds follow.
Lipid storage S3 cell count max,Lipid storage S3,structure
.,?,COc1ccc(Nc2nc(-c3sc(C)nc3C)cs2)c(OC)c1
.,?,CCOc1ccc(NS(=O)(=O)c2ccc3[nH]c(=O)cc(C(=O)O)c3c2)cc1
1.3,-20.2%,CCOC(=O)C1CCN(C(=O)C2CCCCC2)CC1
-4.2,-10.9%,Cc1ccc(-n2[nH]c(C)c(C=NCc3ccncc3)c2=O)cc1
.,?,CCOc1c2ccc(C(=O)NCC34CC5CC(CC(C5)C3)C4)cc2nn1CC
.,i,Cc1cc2nc(-c3ccc(NC(=O)C(C)C)cc3)oc2cc1C
-21.0,-13.3%,C=C(C)c1cccc(C(C)(C)NC(=O)N2CCN(c3ccccc3)CC2)c1
-15.7,-7.9%,Cc1nn2c(N)c(-c3ccccc3)cnc2c1-c1ccc(Cl)cc1
.,?,COc1c(OC)c2[nH]c(=O)cc3c4ccccc4n(c1=O)c23
.,?,C/C(=N/NC(=O)CSc1nc2ccccc2n1C)c1ccncc1
.,-1.4%,c1ccc(C2[C@H]3CN(CC4CCCCC4)[C@H](c4ccccc4)C34CC2(c2ccccc2)C4)cc1 (stereo partly specified)
.,?,C/C(=N\NC(=O)C(=O)Nc1c(C)n(C)n(-c2ccccc2)c1=O)c1ccc(Cl)s1
.,?,CCOc1ccccc1N(CC(=O)N1CCCC1)S(C)(=O)=O
0.2,6.3%,CN1CCN(c2nc(-c3ccccc3)ncc2S(C)(=O)=O)CC1
7.7,1.2%,COc1ccc(CN(CCC#N)CCC2(c3ccccc3)CC(C)N(C)CC2C)cc1OC (stereo unspecified)
.,?,COC(=O)c1cc(NC(=O)/C=C/c2ccc3c(c2)OCO3)cc(C(=O)OC)c1
.,?,O=C1c2cccc3cccc(c23)C(=O)N1OS(=O)(=O)c1ccccc1
.,?,CCOC(=O)c1cc2c(s1)-c1c(C)cccc1OC2
.,?,CCc1ccccc1N(CC(=O)NCC1CCCO1)C(=O)CCC(=O)Nc1nccs1 (stereo unspecified)
.,?,Cc1cc(C)cc(NC(=O)C2C3C=CC(O3)C2C(=O)O)c1 (stereo unspecified)
.,?,Cc1cc(Oc2ccc(-c3ccccc3)cc2)n2ncnc2n1
-0.3,-7.8%,COc1ccc(S(=O)(=O)N2CCOCC2)cc1NC(=O)CCCOc1ccc(Cl)cc1C
.,?,C/C(=N\NC(=O)COc1cccc(C)c1)c1ccc2ccccc2c1O
.,?,COc1ccc(OCCNS(=O)(=O)Cc2ccccc2)cc1
.,?,O=C(c1c[nH]c2ccc(S(=O)(=O)N3CCC4(CC3)OCCO4)cc2c1=O)N1CCOCC1
9.6,2.2%,COc1ccc2cc(C(=O)Nc3ccc(S(N)(=O)=O)cc3)sc(=O)c2c1OC
.,?,O=C(c1ccc(Br)cc1)c1sc(N2CCOCC2)nc1-c1ccccc1
.,?,COc1ccc(CCNC(=O)COC(=O)C2COc3ccccc3O2)cc1 (stereo unspecified)
-4.1,-0.5%,O=C(CNC(=O)c1ccc2c(c1)OCCO2)N/N=C/c1cccc(Br)c1
.,i,Cn1c(=O)c(C(=S)NC(=O)C2CC2)c(N)n(Cc2ccccc2)c1=O

# More results:
Lipid storage S3 cell count max,Lipid storage S3,structure
.,?,O=C(Nc1ccc(OC(F)(F)F)cc1)c1cnccn1
9.3,i,Cc1ccc(CNC(=O)CCCNS(=O)(=O)c2cccc3nonc23)cc1
.,?,Cn1cnc([N+](=O)[O-])c1N=C(N)N
-22.8,-1.8%,CCOc1ccc(NC2CCCCC2NS(=O)(=O)c2ccccc2)cc1 (stereo unspecified)
20.8,17.4%,CC(C)CCNC1=CC(=O)CC(c2ccccc2)C1 (stereo unspecified)
-12.2,-4.2%,CCc1nc(Nc2ccc(NC(C)=O)cc2)c2oc3ccccc3c2n1
.,?,CC(C)(C)c1ccc(OCc2ccc(C(=O)N/N=C3\CC4CC=CC34)cc2)cc1 (stereo unspecified)
5.0,9.8%,COC(=O)c1cn(CC(=O)NC2CCCCCC2)c2ccccc12
.,?,Cc1ccc(-n2[nH]c(C)c(C=Nc3ccc4[nH]c(=O)[nH]c4c3)c2=O)cc1
-19.2,0.1%,Cc1nn(C(C)C(=O)NCCc2ccccc2)c(=O)c2cc3occc3n12 (stereo unspecified)
.,?,CCC/C=N/NC(=O)c1cccc(Br)c1
.,?,Cc1ccc(NC(=O)CN2C(=O)C3CC=CCC3C2=O)cc1S(=O)(=O)N1CCOCC1 (stereo unspecified)
.,i,CC(C)OCCCNC(=O)NC12CC3CC(CC(C3)C1)C2
.,?,CCN(CCn1cccn1)C(=O)CC1C(=O)NCCN1Cc1ccc(OC)c(OC)c1 (stereo unspecified)
-6.4,-6.8%,O=C(Oc1ccc(NC2=C(Cl)C(=O)c3ccccc3C2=O)cc1)c1ccc([N+](=O)[O-])cc1
.,i,CC(=O)Nc1ccc(S(=O)(=O)NC(CC(=O)NC2CCCCC2C)C(C)C)cc1 (stereo unspecified)
-4.4,6.4%,COc1ccc(S(=O)(=O)N2CCC(C(=O)NCCOc3ccccc3F)CC2)cc1OC
.,?,CCN(CC)CCN1C(=O)c2oc3ccccc3c(=O)c2C1c1cccc(Br)c1 (stereo unspecified)
18.9,-9.9%,Cn1c(=O)[nH]c(=O)c2c1nc(Br)n2CCSc1nnnn1-c1ccccc1
.,i,Cc1nn(C(C)(C)C)c(OC(=O)c2cccs2)c1S(=O)(=O)c1ccccc1
.,i,COc1ccc(OC)c(-c2cc(C(=O)NCCN3CCOCC3)no2)c1
.,?,CCC(C(=O)OCC(=O)Nc1ccc(C(N)=O)cc1)c1ccccc1 (stereo unspecified)
7.9,25.1%,COc1ccc(OC)c(/C=C/C(=O)OCC(=O)Nc2ccc3c(c2)OCCO3)c1
.,?,CCOCCCN1C(=O)C2C(C(=O)Nc3ccc(OCC)cc3)C3C=CC2(O3)C1C(=O)NC1CCCCC1 (stereo unspecified)
.,?,COc1nc(N)nc(NC23CC4CC(CC(C4)C2)C3)n1
.,?,COc1ccc(OC)c(-n2c(-c3cc(-c4ccc(F)cc4)n[nH]3)n[nH]c2=S)c1
.,?,CCN(CC(=O)NC(C)(C)C)Cc1nc2c(Br)cc(Br)cc2c(=O)[nH]1
.,?,COc1ccc(C(=O)N2CCN(c3ccc(C)cc3C)CC2)cc1OC
21.7,9.1%,c1ccc2c(c1)NCCS2
.,?,OC(COCc1cccs1)CN1CCCCCC1 (stereo unspecified)

# Five compounds already listed, arranged by the value under Lipid storage S3 cell count max, largest number first.
Lipid storage S3 cell count max,Lipid storage S3,structure
21.7,9.1%,c1ccc2c(c1)NCCS2
20.8,17.4%,CC(C)CCNC1=CC(=O)CC(c2ccccc2)C1 (stereo unspecified)
-6.4,-6.8%,O=C(Oc1ccc(NC2=C(Cl)C(=O)c3ccccc3C2=O)cc1)c1ccc([N+](=O)[O-])cc1
-12.2,-4.2%,CCc1nc(Nc2ccc(NC(C)=O)cc2)c2oc3ccccc3c2n1
-22.8,-1.8%,CCOc1ccc(NC2CCCCC2NS(=O)(=O)c2ccccc2)cc1 (stereo unspecified)
